Compound activity (PubChem)
KCNH2 3.1 inh: qHTS for Inhibitors of KCHN2 3.1: Mutant qHTS; U2OS KCNH2 3.1, thallium flux FluxOr; stronger effect = lower value; 340,000 tested, 0.95% active; Potassium voltage-gated channel subfamily H member 2, brain isoform KCNH2 3.1 (human); activity change, % (tested at about 1.8 µM);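 active means maximum activity change below -70%; inconclusive means maximum activity change from -70% to -50%; inactive means maximum activity change above -50%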;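 further: thallium influx rate constant from kinetic fluorescence after stimulation buffer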
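FluxOr-based Tl+ influx in U2OS cells transduced with KCNH2 3.1 virus; rate constants normalized to DMSO controls.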
KCNH2 WT inh: qHTS for Inhibitors of KCHN2 3.1: Wildtype qHTS | activity change, % at 1.84 µM | U2OS, BacMam KCNH2, thallium flux FluxOr; stronger effect = lower value | 340,000 tested, 0.37% active;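 active means maximum activity change below -70%; inconclusive means maximum activity change between -70% and -50%; inactive means maximum activity change above -50%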
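U2OS cells were transduced with wild-type KCNH2 virus (2.03 x 10^8 / mL) for 4 h at room temperature, then cultured overnight at 37 C. Thallium flux was read with FluxOr dye. Rate constants were normalized to DMSO controls.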
Chronic BCR inh: qHTS Assay to Find Inhibitors of Chronic Active B-Cell Receptor Signaling | Potency, µM (top dose mostly 46.1 µM), for inactives: at the top dose ratio change, negative = lower green/red ratio, actives largely listed as inhibitors | 340,000 tested, 0.05% active | ABC-DLBCL IkBa-CBG/CBR reporter, luminescence ratio, 4 h | AID 493014, 2011; active means well fitted inhibition curve with a large enough effect in the signal ratio, with a control signal flat, not every such curve was filed as active; inconclusive means small, poorly fitted or top-dose-only effect, or effect the other way, or a change in a side signal; the % refers to the signal ratio;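 further: potency means the concentration at half of the fitted maximal effect; plate controls were basal doxycycline-induced cells for no effect and cells given 10 µM MG132 for full effect; MG132 reads +100%, hits lower the ratio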
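Doxycycline induced both beetle luciferases in TMD8 lymphoma cells; IKK-driven degradation limits the IkappaBalpha-fused green signal, while red luminescence normalises for cell number and nonspecific effects. Compounds tested up to 46 uM, 4 hrs.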
B2AR arrestin: qHTS assay of beta-arrestin-biased ligands of beta2-adrenergic receptor; Beta-2 adrenergic receptor (Homo sapiens), P07550; beta-arrestin recruitment to beta2AR, cell-based reporter; Potency, µM (series often up to 46.1 µM), for the others: at the top dose activation, most hits filed as activators; 330,000 tested, 0.02% active;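 further: potency means the concentration at half of the fitted maximal effect; 0% = DMSO controls and full agonism = EC100 isoproterenol or metaproterenol; nearly all actives have a fitted effect of over 65% in size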
Target sequence (P07550 whole entry, looked up): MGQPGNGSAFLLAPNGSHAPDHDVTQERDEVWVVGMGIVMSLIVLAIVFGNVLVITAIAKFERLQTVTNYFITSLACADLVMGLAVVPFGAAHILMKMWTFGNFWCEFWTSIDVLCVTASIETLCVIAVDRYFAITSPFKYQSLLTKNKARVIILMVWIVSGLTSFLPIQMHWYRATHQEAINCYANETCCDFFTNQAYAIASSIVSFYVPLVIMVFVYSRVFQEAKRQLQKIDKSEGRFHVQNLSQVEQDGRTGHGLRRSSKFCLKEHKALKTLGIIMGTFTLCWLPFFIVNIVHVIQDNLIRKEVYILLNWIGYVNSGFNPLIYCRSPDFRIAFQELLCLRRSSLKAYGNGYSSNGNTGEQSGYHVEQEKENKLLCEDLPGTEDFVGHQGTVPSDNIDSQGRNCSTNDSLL
Giardia kill: Small Molecules that selectively kill Giardia lamblia: qHTS | Giardia lamblia trophozoite viability | activity change, % at 7.66 µM, hits read low | 340,000 tested, 0.15% active; in the data active means activity change below about -80%; inconclusive means between about -30% and that limit;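 further: parasites exposed to compound for two days anaerobically before the ATP read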
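Each well holds 100 Giardia trophozoites and compound. After two days (48 hrs) at 37 deg C in anaerobic conditions, ATP is quantified by luminescence.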
USP2a block: qHTS Assay for Inhibitors of Ubiquitin-specific Protease USP2a Using CHOP2 as the Reporter; USP2 core, Ub-CHOP2 coupled fluorogenic reporter, 485/531; Potency, µM (series often up to 38.3 µM), without a hit: top-dose activity change, negative = inhibition, actives largely listed as inhibitors; 330,000 tested, 0.01% active; AID 463254, 2010;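 further: potency means the concentration at half of the fitted maximal effect; plate controls were DMSO wells for no effect and full inhibition by NEM control for full effect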
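USP2 core (10nM final) preincubated 30min RT with compound in 20mM Tris-HCl pH 8.0, 2mM CaCl2, 2mM beta-mercaptoethanol, 0.05% CHAPS; 25nM Ub-CHOP2 plus 25nM reporter substrate added, fluorescence (Ex485/Em531) read after 60min.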
Coupling enz: qHTS Assay for Inhibitors of Fructose-1,6-bisphosphate Aldolase from Giardia Lamblia: Coupling assay counterscreen; coupling enzyme system counterscreen, AmpLite Red fluorescence; AID 2472, 2010; activity change, negative = inhibition, % at 58.2 µM, hits read low; 290,000 tested, 0.67% active; in the data active means activity change below about -30%
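Final compound at 57.5 uM, incubated 10 min at RT with coupling enzyme reagent (glyceraldehyde-3-phosphate), then 20 min with substrate and AmpLite Red detection. Fluorescence read at 525/598 nm; tests interference with the coupling assay, not aldolase inhibition.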
PKM2 activator: qHTS Assay for Activators of Human Muscle isoform 2 Pyruvate Kinase; Pyruvate kinase PKM (Homo sapiens), P14618; purified PKM2, Kinase-Glo ATP luminescence, activation; response scale: 0% is enzyme alone, no compound; Potency, µM (titrated, usually from 57.5 µM), for the others: at the highest dose activation, hits mostly activators; 260,000 tested, 0.34% active; AID 1631, 2009; further: potency means the concentration at half of the fitted maximal effect; nearly all actives have a fitted effect of over 55% in size
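Purified hPK-M2 (>95%) run at intermediate activity with 0.1 mM ADP and 0.5 mM PEP in 50 mM imidazole pH 7.2, KCl, MgCl2; 1 h room temperature. ATP formed read by Kinase-Glo luminescence; normalized to uninhibited and no-enzyme controls.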
Eya2 phos inh: qHTS Assay for Inhibitors of the Phosphatase Activity of Eya2; Protein phosphatase EYA2 (Homo sapiens), O00167; recombinant Eya2, OMFP fluorescence dephosphorylation (OMFP is methylfluorescein phosphate); Potency, µM (doses to about 76.9 µM), for the others: at the highest dose activity, negative = inhibition, usual class: inhibitors; 330,000 tested, 0.006% active; further: potency means the concentration at half of the fitted maximal effect
Target sequence (O00167 whole entry, looked up): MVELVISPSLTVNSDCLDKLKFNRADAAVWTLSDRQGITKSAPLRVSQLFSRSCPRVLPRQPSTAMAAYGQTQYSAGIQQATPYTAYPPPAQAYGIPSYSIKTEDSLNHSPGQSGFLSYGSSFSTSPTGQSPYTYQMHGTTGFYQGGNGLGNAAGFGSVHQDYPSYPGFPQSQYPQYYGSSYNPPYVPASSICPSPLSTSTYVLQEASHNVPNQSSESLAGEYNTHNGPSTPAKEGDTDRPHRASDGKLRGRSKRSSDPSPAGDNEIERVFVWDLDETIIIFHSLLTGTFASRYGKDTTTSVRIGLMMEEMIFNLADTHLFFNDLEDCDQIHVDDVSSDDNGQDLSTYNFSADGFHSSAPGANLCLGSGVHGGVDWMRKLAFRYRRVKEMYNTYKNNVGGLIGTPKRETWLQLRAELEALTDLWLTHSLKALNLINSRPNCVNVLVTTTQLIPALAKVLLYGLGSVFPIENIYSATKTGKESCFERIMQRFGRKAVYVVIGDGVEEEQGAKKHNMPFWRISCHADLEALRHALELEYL
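Eya2 (0.2 uM) preincubated 10 min at ambient with compound, then OMFP substrate added at 50 uM; 10 min reaction in 50 mM HEPES pH 7.5, 50 mM NaCl, 5 uM MgCl2, 0.05% BSA, 1 mM DTT. Fluorescence read at Ex 485/Em 525 nm.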
GALK inhibitor: qHTS Assay for Inhibitors of Human Galactokinase (GALK). Purified GALK, Kinase-Glo residual ATP luminescence. Potency, µM (series often up to 57.5 µM), for inactives: at the top dose activity change, negative = inhibition, hits mostly inhibitors. P51570. 270,000 tested, 0.007% active; further: potency means the concentration at half of the fitted maximal effect
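ATP-depletion format; final 35 uM ATP, 100 uM D-galactose, 5 nM enzyme; pH 8.0 HEPES/Mg2+ buffer; 60 min RT; luminescence read 10 min after detection reagent.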
uPA surface inh: qHTS for Inhibitors of Cell Surface uPA Generation | Potency, µM (doses to about 38.3 µM), for inactives: at the top dose activity change, negative = inhibition, usual class: inhibitors | 330,000 tested, 0.31% active | cell surface uPA generation assay, qHTS; active means well fitted inhibition curve with a large enough effect; inconclusive means small, poorly fitted or top-dose-only effect; inactive means no such curve, though single readings can be large or run the other way; tested in mouse RAW 264.7 cells; further: potency means the concentration at half of the fitted maximal effect; nearly all actives have a fitted effect of over 55% in size
* hit, by the source's call; ? = inconclusive; . = no result given; & = joins results of further samples; [ ] = dose if it differs, or a comment. Unless noted, the call rests on the fitted dose curve; in most records, active means well fitted curve in the direction sought with a large enough effect; inconclusive means small, poorly fitted or top-dose-only effect, or another doubt; inactive means no such curve, though single readings can be large; an effect the other way counts as inactive or inconclusive. Unless noted, on the % scale 0 is the no-effect control and ±100 the full control effect. Not a hit list. About 2.4% of those tested had a hit in this group.

Below each SMILES – uPA surface inh | KCNH2 3.1 inh | B2AR arrestin | GALK inhibitor | KCNH2 WT inh | Giardia kill | Coupling enz | PKM2 activator | USP2a block | Chronic BCR inh | Eya2 phos inh
> Cc1cc(NC(=O)CCCC(=O)NCc2cccs2)no1
  -4% | -7 | -0.4% | 6% | 1 | 7 | 0 | -2% | 1% | -1% | -2%
> Cc1c(Cl)ccc2c(C(=O)NC(C)c3ccncc3)cc(-c3ccncc3)nc12 (stereo not given)
  . | . | -0.4% | 0% | . | . | -5 | 6% | -6% | ? | -8%
> CC(C)C[C@H](NC(=O)c1nc[nH]c1C(=O)N1CCN(C(=O)OC(C)(C)C)CC1)C(=O)OCc1ccccc1
  -11% | -2 | -0.5% | -2% | -1 | -8 | 0 | -2% | -3% | 12% | -2%
> CC(C)CN(C(=O)COC(=O)C12CC3CC(CC(O)(C3)C1)C2)C1CCS(=O)(=O)C1 (stereo not given)
  3% | 2 | 0.5% | 7% | -17 | 0 | 0 | -2% | -1% | ? | -1%
> Nc1c(N(CCC2=CCCCC2)C(=O)C2CC2)c(=O)[nH]c(=O)n1Cc1ccccc1
  9% | -12 | -0.8% | 6% | -9 | 1 | -1 | -4% | 4% | 1% | -4%
> Cc1ccc(C(=O)OCC(=O)Nc2ccc(S(N)(=O)=O)cc2)c(O)c1
  8% | -4 | -1.1% | 4% | 4 | 8 | 2 | -1% | 2% | -6% | 5%
> CC1C(=O)N2CCCc3cc(S(=O)(=O)NCCc4ccccc4)cc1c32 (stereo not given)
  0% | -1 | 0.4% | -3% | -2 | 0 | . | . | 3% | 2% | 2%
> CSc1ccc(/C=C/C(=O)OCC(=O)N2CCc3ccccc32)cc1
  1% | 1 | 0.0% | . | -23 | -9 | . | . | -3% | -1% | 12%
> Cc1ccc2[nH]c3c(c2c1)CN(C(=O)CN1CCCCC1)CC3
  6% | -14 | -0.3% | 6% | 1 | -16 | -2 | -4% | -9% | 3% | 1%
> Nc1c(C(=O)NCc2ccccc2)c2nc3ccccc3nc2n1-c1ccc2c(c1)OCO2
  5% | 17 | -0.4% | 0% | 0 | -2 | -17 | -3% | 1% | ? | 12%
> CCN(CC)CCNC(=O)CN1C(=O)COc2ccc(S(=O)(=O)N3CCOCC3)cc21
  11% | 4 | -0.2% | -1% | -6 | 14 | . | . | 0% | -1% | 10%
> COC(=O)[C@@H]1C[C@H]2CC[C@H](O)C[C@H]2N1Cc1ccccc1OS(=O)(=O)c1ccc(C)cc1
  8% | -3 | 0.7% | 4% | 1 | 34[activator] | 0&0 | -1%&-8% | -10% | 0% | 3%
> NC(=O)COC(=O)c1c2c(nc3ccccc13)CCCC2
  -4% | 14 | 0.0% | 9% | 1 | -5 | 4 | -4% | 0% | 1% | 16%
> Cc1ccc(N2C(=O)C3CCCN3C2=S)cc1Cl (stereo not given)
  9% | 9 | -1.2% | -2% | 1 | 3 | 2 | . | 4% | -6% | -18%
> CCOC(=O)c1[nH]c2ccc(Cl)cc2c1NC(=O)c1nonc1C
  -1% | -9 | -0.2% | 3% | 6 | 4 | 3 | -1% | 1% | 3% | 12%
> COc1ccc(C(=O)NC(=S)Nc2nc(C)c(C(=O)N(C)C)s2)cc1
  . | 10 | -0.4% | 0% | -3 | -8 | 8 | -8% | 2% | 23% | 0%
> Cc1cccc(N2CC(C(=O)NC3CCCCCC3)CC2=O)c1C (stereo not given)
  -4% | -9 | -0.2% | . | 14 | 1 | . | . | -2% | 1% | 4%
> O=C(C=C1CCN(c2ncc(C(F)(F)F)cc2Cl)CC1)NNC(=O)Nc1ccccc1
  -1% | 8 | 0.2% | -2% | -7 | 18 | -2 | -4% | 4% | 2% | 3%
> O=C(CSCCO)Nc1cccc(C(F)(F)F)c1
  6% | -9 | -1.3% | -5% | 30 | -8 | 1 | -5% | 1% | 0% | 9%
> Cc1ccc([N+](=O)[O-])cc1NC(=O)/C=C/C(=O)O
  -3% | -11 | 0.0% | 5% | 8 | 24 | 4 | -10% | -3% | -3% | -10%

Compound profiles, as listed above. Screens in order: uPA surface inh | KCNH2 3.1 inh | B2AR arrestin | GALK inhibitor | KCNH2 WT inh | Giardia kill | Coupling enz | PKM2 activator | USP2a block | Chronic BCR inh | Eya2 phos inh
Profile of CC(C)C[C@H](NC(=O)c1nc[nH]c1C(=O)N1CCN(C(=O)OC(C)(C)C)CC1)C(=O)OCc1ccccc1 = -11% | -2 | -0.5% | -2% | -1 | -8 | 0 | -2% | -3% | 12% | -2%
Profile of CC(C)CN(C(=O)COC(=O)C12CC3CC(CC(O)(C3)C1)C2)C1CCS(=O)(=O)C1 (stereo not given) = 3% | 2 | 0.5% | 7% | -17 | 0 | 0 | -2% | -1% | ? | -1%
Profile of CCOC(=O)c1[nH]c2ccc(Cl)cc2c1NC(=O)c1nonc1C = -1% | -9 | -0.2% | 3% | 6 | 4 | 3 | -1% | 1% | 3% | 12%
Profile of CSc1ccc(/C=C/C(=O)OCC(=O)N2CCc3ccccc32)cc1 = 1% | 1 | 0.0% | . | -23 | -9 | . | . | -3% | -1% | 12%

Other structures.
Below each SMILES – uPA surface inh | KCNH2 3.1 inh | B2AR arrestin | GALK inhibitor | KCNH2 WT inh | Giardia kill | Coupling enz | PKM2 activator | USP2a block | Chronic BCR inh | Eya2 phos inh
> COc1cccc(-c2nnc(N(C)C(=O)C3CCOC3)s2)c1 (stereo not given)
  -2% | 9 | -0.8% | 7% | -11 | 1 | 0 | -3% | -2% | 1% | -11%
> COc1ccc(CCNC(=O)[C@H](C)N2C(=O)N3CCc4c([nH]c5ccccc45)[C@@]3(C)C2=O)cc1
  ? | -6 | -0.9% | . | -10 | -22 | 0 | -4% | -4% | ? | -2%
> CCOC(=O)c1c(NC(=O)C(=O)N/N=C/c2ccc(OCC)cc2)sc2c1CCCCC2
  6% | -5 | -4.0% | 0% | -12 | -3 | -1 | 2% | -1% | 2% | -5%
> Cc1ccc(-c2nnn(CC(=O)Nc3ccc(S(=O)(=O)N4CCC(C)CC4)cc3)n2)cc1
  7% | 25 | -0.1% | 2% | 1 | 5 | -1 | -12% | -2% | 10% | -3%
> COc1ccc(COCC(O)CN2CCOCC2)cc1OC (stereo not given)
  6% | -2 | 0.2% | -1% | 7 | 3 | 2 | -9% | -10% | -2% | 2%
> CO[C@H]1C=CO[C@@]2(C)Oc3c(C)c(O)c4c(O)c(c(C=NN5CCN(C6CCCC6)CC5)c(O)c4c3C2=O)NC(=O)C(C)=CC=C[C@H](C)[C@H](O)[C@@H](C)[C@@H](O)[C@@H](C)[C@H](OC(C)=O)[C@@H]1C
  . | . | 0.0% | -1% | . | . | -26 | -1% | -4% | 13% | -11%
> O=C1NC(=S)N/C1=C\c1ccc(Oc2ccc(C(F)(F)F)cc2[N+](=O)[O-])c(Cl)c1
  1% | 19 | 0.5% | -1% | -4 | 5 | 0 | -2% | 6% | ? | -2%
> COc1ccc(C2C(C#N)=C(N)Oc3n[nH]c(C)c32)cc1CN1CCN(c2ccc(F)cc2)CC1 (stereo not given)
  -3% | -93* | 0.2% | -1% | -46 | -1 | -1 | 11% | -1% | ? | 1%
> Cc1ccccc1NC(=O)c1ccc([N+](=O)[O-])o1
  -7% | 18 | 0.4% | 4% | 5 | ? | -1 | -7% | 1% | ? | 9%
> S=c1[nH]nc(-c2ccc3ccccc3n2)n1-c1ccccc1
  -2% | -17 | 0.1% | 1% | -3 | 17 | 0 | -4% | -1% | 1% | 8%
> Cc1ccc(C(=O)NNC(=O)Cc2csc(-c3csc(C)n3)n2)cc1
  -9% | 10 | 0.1% | -3% | 1 | -23 | 1 | -4% | 2% | ? | 6%
> COC(=O)[C@@H]1CC[C@H](C)[C@@H](c2ccc(C)cc2)N1C(=O)c1ccc(/C=N/O[C@@H](C)CN2CCCCc3nc(C)c(C)cc32)cc1
  . | . | -1.6% | . | . | . | -8 | -12% | -1% | -1% | 7%
> Cc1ccc(CN2Cc3cccc4c3[C@@H](CC2=O)[C@H](O)[C@H](O)C4)cc1
  19% | -2 | -0.1% | . | -10 | -25 | . | . | 1% | -6% | 3%
